G9a inh = blocks human histone lysine methyltransferase G9a. actives 8.8% (n = 350,000). G9a H3K9 monomethylation, AlphaScreen, 2 h. Potency, µM (doses to about 102 µM), inactives show top-dose activity, negative = inhibition, actives largely listed as inhibitors. Q96KQ7; also: % is scaled to controls: 0 for no effect and ±100 for the full control effect; nearly all actives have a fitted effect of over 75% in size
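Quantitative HTS format: methyltransferase activity on a biotin-tagged H3K9 peptide is measured by AlphaScreen, using a rabbit anti-monomethyl-H3K9 antibody with streptavidin donor and anti-IgG acceptor beads. Final levels are 20 nM enzyme, 500 nM peptide, 20 uM SAM; 2 h RT.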
JMJD2A Tudor inh = blocks the human JMJD2A Tudor domain. O75164. AlphaScreen JMJD2A-Tudor / H3K4me3 peptide binding. Potency, µM (series often up to 114 µM), for the others: top-dose activity change, negative = inhibition, actives largely listed as inhibitors. actives 4.4% (n = 390,000). AID 504339; also: % is scaled to controls: 0 for no effect and ±100 for the full control effect; nearly all actives have a fitted effect of over 50% in size
GLS inh = blocks human kidney-isoform glutaminase activity | Potency, µM (top dose mostly 45.5 µM), for the others: at the top dose activity change, negative = inhibition, usual class: inhibitors | O94925 | actives 0.21% (n = 410,000) | GLS enzymatic activity, qHTS titration; also: % is scaled to controls: 0 for no effect and ±100 for the full control effect
Target sequence (O94925 whole entry, looked up, canonical isoform): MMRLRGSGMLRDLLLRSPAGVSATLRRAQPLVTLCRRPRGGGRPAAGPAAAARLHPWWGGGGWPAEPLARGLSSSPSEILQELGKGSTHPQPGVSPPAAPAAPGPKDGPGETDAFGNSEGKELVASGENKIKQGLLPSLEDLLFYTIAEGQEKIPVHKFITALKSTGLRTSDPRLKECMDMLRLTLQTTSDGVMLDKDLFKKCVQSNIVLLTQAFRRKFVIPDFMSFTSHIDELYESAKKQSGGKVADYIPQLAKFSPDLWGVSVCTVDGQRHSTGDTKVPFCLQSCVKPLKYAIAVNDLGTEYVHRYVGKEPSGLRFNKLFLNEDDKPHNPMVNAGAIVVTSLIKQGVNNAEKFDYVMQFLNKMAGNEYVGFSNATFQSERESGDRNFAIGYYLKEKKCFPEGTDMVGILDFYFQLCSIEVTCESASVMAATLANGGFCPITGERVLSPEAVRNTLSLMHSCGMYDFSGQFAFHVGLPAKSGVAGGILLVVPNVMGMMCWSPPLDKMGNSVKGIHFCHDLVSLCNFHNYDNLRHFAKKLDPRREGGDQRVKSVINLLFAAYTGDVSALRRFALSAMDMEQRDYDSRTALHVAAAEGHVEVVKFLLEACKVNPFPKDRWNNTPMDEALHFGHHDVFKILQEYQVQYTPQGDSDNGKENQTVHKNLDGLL
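Compounds were pin-transferred onto hKGA, after which L-glutamine (1 mM solution) and a detection mix of glutamate oxidase, HRP and Amplex Red were added. Initial and 30 min RT fluorescence reads were collected.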
Pin1 inh = blocks the human prolyl isomerase Pin1; Q13526; Pin1 FP peptide displacement, HiFluor488, 10 min; Potency, µM (doses to about 115 µM), for the others: top-dose activity, negative = inhibition, most hits filed as inhibitors; actives 0.009% (n = 390,000); active = well fitted inhibition curve with a large enough effect in the polarisation, with a control signal flat, not every such curve was filed as active; inconclusive = small, poorly fitted or top-dose-only effect, or effect the other way, or a change in a side signal; inactive = no such curve, though single readings can be large or run the other way; the % refers to the polarisation; also: % is scaled to controls: 0 for no effect and ±100 for the full control effect
Target sequence (Q13526 whole entry, looked up): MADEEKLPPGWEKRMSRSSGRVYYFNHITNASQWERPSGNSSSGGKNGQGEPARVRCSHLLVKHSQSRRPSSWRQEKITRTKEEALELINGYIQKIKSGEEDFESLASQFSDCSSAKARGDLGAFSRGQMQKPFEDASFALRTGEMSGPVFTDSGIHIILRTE
HP1b chromo inh = HP1-beta chromodomain-methylated histone interaction inhibition. AlphaScreen HP1-beta / biotin-H3K9me3 peptide binding. Potency, µM (doses to about 114 µM), inactives show at the highest dose activity change, negative = inhibition, hits mostly inhibitors. actives 0.56% (n = 390,000). AID 540317; also: nearly all actives have a fitted effect of over 70% in size; inactives centre near 23
Target sequence (P83916 whole entry, looked up): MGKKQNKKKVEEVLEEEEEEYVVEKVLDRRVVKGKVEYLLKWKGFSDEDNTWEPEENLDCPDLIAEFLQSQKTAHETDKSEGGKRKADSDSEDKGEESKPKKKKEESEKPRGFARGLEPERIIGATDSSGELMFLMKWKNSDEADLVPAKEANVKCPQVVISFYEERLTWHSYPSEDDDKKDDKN
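HP1-beta protein (50 nM final) preincubated 30 min at room temperature with biotinylated H3(1-18)K9me3 peptide (50 nM) in PBS pH 7.4, 0.01% Tween-20, then compound added for 30 min. AlphaScreen streptavidin donor/nickel chelate acceptor beads (10 ug/mL final), 30 min dark, luminescence read.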
* marks the source's active call; other numbers are inactive results; & = joins results of further samples; ! = not active in a repeat; [ ] = dose if it differs, or a comment. Unless noted, calls follow the shape of the dose curve; as a rule, active = well fitted curve in the direction sought with a large enough effect; inconclusive = small, poorly fitted or top-dose-only effect, or another doubt; inactive = no such curve, though single readings can be large; an effect the other way counts as inactive or inconclusive. Potency is read from the fitted curve at half-maximal effect. An excerpt; the hit share may differ from the screen's.

What do the screens show for `O=C(NC1CC1)c1ccc2nc(-c3ccco3)c(-c3ccco3)nc2c1`?
JMJD2A Tudor inh: 20µM*; HP1b chromo inh: 22µM*

How did CC1CCN(C(=O)Nc2ccc3nc(-c4ccco4)c(-c4ccco4)nc3c2)CC1 do in these assays?
JMJD2A Tudor inh: 13µM*; HP1b chromo inh: 11µM*

What do the screens show for `Nc1ncnc2oc(-c3ccoc3)c(-c3ccco3)c12`?
JMJD2A Tudor inh: 50µM*; HP1b chromo inh: 56µM*

Results for CNC(=O)c1ccc2nc(-c3ccco3)c(-c3ccco3)nc2c1 ?
JMJD2A Tudor inh: 18µM*; HP1b chromo inh: 18µM*

How did O=C(Nc1ccc2c(c1)CCC2)c1cnn2c1NC(=C1CC1)C=C2C(F)F do in these assays?
Pin1 inh: 6%; HP1b chromo inh: 17%

What do the screens show for `O=C(Nc1ccccc1Sc1ccccc1)c1cnn2c1NC(=C1CC1)C=C2C(F)F`?
Pin1 inh: 3%; HP1b chromo inh: 33%[activator]

Results for NC(C(=O)O)C(O)c1ccc(O)c(O)c1 (centres undefined) ?
G9a inh: 1.1µM*; GLS inh: 31%

What do the screens show for `Cc1cc(C(=O)NCCc2ccc(S(=O)(=O)NC(=O)NN3CCCCCC3)cc2)no1`?
G9a inh: 0%[59 µM]; GLS inh: 6%

Results for CCC(C)C1NC(=O)C(Cc2ccc(O)cc2)NC(=O)C(N)CSSCC(C(=O)N2CCCC2C(=O)NC(CC(C)C)C(=O)NCC(N)=O)NC(=O)C(CC(N)=O)NC(=O)C(CCC(N)=O)NC1=O (centres undefined) ?
G9a inh: -38%[2.33 µM]; GLS inh: 11%

How did CC(=O)N(C[C@@H](C)C(=O)O)c1c(I)cc(I)c(N)c1I do in these assays?
G9a inh: 23%[21.5 µM]; GLS inh: -4%[20 µM]

How did CCC(C)CCCCC(=O)N[C@@H](CCN)C(=O)N[C@H](C(=O)N[C@@H](CCN)C(=O)N[C@H]1CCNC(=O)C([C@@H](C)O)NC(=O)[C@@H](CCN)NC(=O)[C@H](CCN)NC(=O)[C@H](CC(C)C)NC(=O)[C@@H](CC(C)C)NC(=O)[C@H](CCN)NC1=O)[C@@H](C)O (some centres undefined) do in these assays?
G9a inh: inconclusive; GLS inh: -3%

What do the screens show for `COc1ccc(OC)c([C@H](O)CNC(=O)CN)c1`?
G9a inh: -20%[21.5 µM]; GLS inh: -14%[20 µM]

What do the screens show for `CCOC(C)OCC`?
G9a inh: 11%[59 µM]; GLS inh: -4%

What do the screens show for `CC1(Cn2ccnn2)[C@H](C(=O)O)N2C(=O)C[C@H]2S1(=O)=O` (some centres undefined)?
G9a inh: 22%[59 µM]; GLS inh: 0%

How did Cc1ccc(/C=C2/C(=O)C3(C)CCC2C3(C)C)cc1 (centres undefined) do in these assays?
G9a inh: 11%[12.7 µM]; GLS inh: 0%

How did CC[C@@]1(O)C[C@H](O[C@H]2C[C@@H](N(C)C)[C@@H](O[C@H]3C[C@@H](O)[C@@H](O[C@H]4CCC(=O)[C@@H](C)O4)[C@@H](C)O3)[C@@H](C)O2)c2c(cc3c(c2O)C(=O)c2c(O)cccc2C3=O)[C@H]1C(=O)OC do in these assays?
G9a inh: inconclusive; GLS inh: 11%

Results for COc1c(N2C[C@@H]3CCCN[C@H]3C2)c(F)cc2c(=O)c(C(=O)O)cn(C3CC3)c12 ?
G9a inh: -9%[2.33 µM]; GLS inh: -1%&0%

What do the screens show for `CN1CCCC[C@@H]1CCN1c2ccccc2Sc2ccc(S(C)=O)cc21` (some centres undefined)?
G9a inh: 7.9µM*!; GLS inh: 10%

How did OCCCNc1ccccc1 do in these assays?
G9a inh: 1%[12.7 µM]; GLS inh: -7%

Results for Cc1cc2nc3c(=O)[nH]c(=O)nc-3n(C[C@H](O)[C@H](O)[C@H](O)COP(=O)(O)OP(=O)(O)OC[C@H]3O[C@@H](n4cnc5c(N)ncnc54)[C@H](O)[C@@H]3O)c2cc1C ?
G9a inh: -29%[12.7 µM]; GLS inh: 9%

What do the screens show for `CO[C@]1(NC(=O)C2SC(=C(C(N)=O)C(=O)O)S2)C(=O)N2C(C(=O)O)=C(CSc3nnnn3C)CS[C@H]21` (some centres undefined)?
G9a inh: 17%[21.5 µM]; GLS inh: 34%[activator][20 µM]

How did NC(N)=NC[C@@H]1COC2(CCCCC2)O1 do in these assays?
G9a inh: 29%[21.5 µM]; GLS inh: 1%[20 µM]

Results for CO[C@H]1[C@@H](OC(N)=O)[C@H](O)[C@@H](Oc2ccc3c(O)c(NC(=O)c4ccc(O)c(CC=C(C)C)c4)c(=O)oc3c2C)OC1(C)C ?
G9a inh: 35%[21.5 µM]; GLS inh: 15%[20 µM]

What do the screens show for `OCc1ccccc1`?
G9a inh: 7%[59 µM]; GLS inh: -18%

What do the screens show for `CCC(=O)O[C@@H]1[C@H](C)O[C@H](O[C@H]2[C@@H](N(C)C)[C@H](O)[C@@H](O[C@@H]3[C@@H](CC=O)C[C@@H](C)[C@@H](O)/C=C\C=C/C[C@@H](C)OC(=O)C[C@@H](OC(=O)CC)[C@H]3OC)O[C@H]2C)C[C@]1(C)O`?
G9a inh: 20%[21.5 µM]; GLS inh: 3%[20 µM]

Results for C[C@H]1CC[C@]2(OC1)O[C@@H]1C[C@@H]3[C@@H]4CC[C@H]5C[C@@H](O)CC[C@]5(C)[C@@H]4CC(=O)[C@@]3(C)[C@H]1[C@@H]2C ?
G9a inh: -2%[5.15 µM]; GLS inh: -1%[20 µM]

What do the screens show for `C[C@H]1[C@@H](OC(=O)CCC(=O)O)OC2OC3(C)CC[C@H]4[C@H](C)CC[C@@H]1[C@@]24OO3` (some centres undefined)?
G9a inh: -10%[12.7 µM]; GLS inh: -2%

What do the screens show for `CO[C@H]1/C=C/O[C@@]2(C)Oc3c(C)c(O)c4c(O)c(c(/C=N\N5CCN(C6CCCC6)CC5)c(O)c4c3C2=O)NC(=O)/C(C)=C\C=C\[C@H](C)[C@H](O)[C@@H](C)[C@@H](O)[C@@H](C)[C@H](OC(C)=O)[C@@H]1C`?
G9a inh: inconclusive; GLS inh: 55%[activator]

What do the screens show for `CC1(C)S[C@@H]2[C@H](NC(=O)C3(N)CCCCC3)C(=O)N2[C@H]1C(=O)O`?
G9a inh: -8%[12.7 µM]; GLS inh: -1%

Results for CCC(C)C(=O)OC1CCC=C2C=CC(C)C(CCC3CC(O)CC(=O)O3)[C@@H]21 (some centres undefined) ?
G9a inh: 0%[12.7 µM]; GLS inh: 6%

Random excerpt: 5 records from the list
Results for CO[C@H]1[C@@H](OC(N)=O)[C@H](O)[C@@H](Oc2ccc3c(O)c(NC(=O)c4ccc(O)c(CC=C(C)C)c4)c(=O)oc3c2C)OC1(C)C ?
G9a inh: 35%[21.5 µM]; GLS inh: 15%[20 µM]

Results for CCC(C)C(=O)OC1CCC=C2C=CC(C)C(CCC3CC(O)CC(=O)O3)[C@@H]21 (some centres undefined) ?
G9a inh: 0%[12.7 µM]; GLS inh: 6%

What do the screens show for `CO[C@H]1/C=C/O[C@@]2(C)Oc3c(C)c(O)c4c(O)c(c(/C=N\N5CCN(C6CCCC6)CC5)c(O)c4c3C2=O)NC(=O)/C(C)=C\C=C\[C@H](C)[C@H](O)[C@@H](C)[C@@H](O)[C@@H](C)[C@H](OC(C)=O)[C@@H]1C`?
G9a inh: inconclusive; GLS inh: 55%[activator]

What do the screens show for `CO[C@]1(NC(=O)C2SC(=C(C(N)=O)C(=O)O)S2)C(=O)N2C(C(=O)O)=C(CSc3nnnn3C)CS[C@H]21` (some centres undefined)?
G9a inh: 17%[21.5 µM]; GLS inh: 34%[activator][20 µM]

What do the screens show for `OCc1ccccc1`?
G9a inh: 7%[59 µM]; GLS inh: -18%

More results follow:
Results for Cc1cc(C)c(NC(=O)C[C@H](CC(=O)O)c2cccc3ccccc23)c(C(=O)N2CCC3(CCCC3)CC2)c1 ?
G9a inh: 1%[12.7 µM]; GLS inh: -13%

Results for CO/N=C(/C(=O)N[C@@H]1C(=O)N2C(C(=O)O)=C(CSC(=O)c3ccco3)CSC12)c1csc(N)n1 (some centres undefined) ?
G9a inh: inconclusive; GLS inh: 11%

How did N[C@H](COP(=O)(O)O)C(=O)O do in these assays?
G9a inh: 34%[59 µM]; GLS inh: -8%

How did O=C(O)c1cc(N=Nc2ccc(O)c(C(=O)O)c2)ccc1O do in these assays?
G9a inh: -4%[12.7 µM]; GLS inh: 45%[activator]

What do the screens show for `CC(=O)N[C@@H]1C(O)OC(CO)C(O)C1O` (some centres undefined)?
G9a inh: -4%[2.33 µM]; GLS inh: -4%

How did CO/N=C(\C(=O)N[C@@H]1C(=O)N2C(C(=O)[O-])=C(C[n+]3cccc4c3CCC4)CS[C@H]12)c1csc(N)n1 do in these assays?
G9a inh: -27%[12.7 µM]; GLS inh: inconclusive

Results for COC(=O)C1=C(C)NC(C)=C(C(=O)OC(C)C)[C@H]1c1cccc2nonc12 ?
G9a inh: 22%[21.5 µM]; GLS inh: 1%[20 µM]

Results for Cn1c(=O)c2c(ncn2C[C@@H](O)CO)n(C)c1=O ?
G9a inh: 7%[21.5 µM]; GLS inh: -2%[20 µM]

What do the screens show for `C=C[C@@]1(C)C[C@H](OC(=O)CSC(C)(C)CNC(=O)[C@@H](N)C(C)C)[C@@]2(C)C(C)CC[C@@]3(CCC(=O)[C@@H]32)[C@H](C)[C@H]1O` (some centres undefined)?
G9a inh: 0%[12.7 µM]; GLS inh: 4%

How did C#C[C@]1(O)CC[C@H]2[C@H]3[C@H](CC[C@@]21C)C1=C(CC(=O)CC1)C[C@@H]3C do in these assays?
G9a inh: -43%[12.7 µM]; GLS inh: -1%

Results for CC(=O)Oc1cccc(C(=O)O)c1OC(C)=O ?
G9a inh: inconclusive; GLS inh: -2%

Results for C=C(Nc1ccc(OCC)cc1)Nc1ccc(OCC)cc1 ?
G9a inh: -12%[12.7 µM]; GLS inh: 12%&8%

Results for O=C1C(=O)c2ncccc2-c2cccnc21 ?
G9a inh: -118%[2.33 µM]; GLS inh: -1%

Results for COc1ccc([C@@H]2CC(=O)c3c(O)cc(O[C@H]4O[C@@H](CO[C@H]5O[C@@H](C)[C@@H](O)[C@@H](O)[C@@H]5O)[C@@H](O)[C@@H](O)[C@@H]4O)cc3O2)cc1O ?
G9a inh: 48%[21.5 µM]; GLS inh: -17%[20 µM]

How did O=C1CN(/N=C/c2ccc(-c3ccc([N+](=O)[O-])cc3)o2)C(=O)N1 do in these assays?
G9a inh: 4%&33%[59 µM]; GLS inh: -2%

Results for CCc1ccc(S(=O)(=O)O)cc1 ?
G9a inh: -47%[12.7 µM]; GLS inh: 6%

What do the screens show for `O=[N+]([O-])O[C@H]1CO[C@H]2[C@@H]1OC[C@H]2O`?
G9a inh: 4%[59 µM]; GLS inh: 19%

Results for Nc1nc2ncc(CNc3ccc(C(=O)NC(CCC(=O)O)C(=O)O)cc3)nc2c(=O)[nH]1 (centres undefined) ?
G9a inh: 25%[59 µM]; GLS inh: 7%

What do the screens show for `CC(=O)N[C@@H]1C(O[C@H]2O[C@H](C(=O)O)C(O)[C@H](O)[C@H]2O)[C@H](O)[C@@H](CO)O[C@H]1O[C@@H]1C(C(=O)O)O[C@@H](O[C@H]2[C@H](O)[C@@H](CO)OC(O)[C@@H]2NC(C)=O)[C@H](O)[C@H]1O` (some centres undefined)?
G9a inh: -44%[12.7 µM]; GLS inh: 5%

What do the screens show for `CCN(CC)CCOC(=O)[C@@H](Cc1cccc2ccccc12)C[C@@H]1CCCO1`?
G9a inh: 6%[21.5 µM]; GLS inh: 8%[20 µM]

Results for NC(=O)[C@@H]1CCCN1C(=O)[C@H](Cc1cnc[nH]1)NC(=O)[C@@H]1CCC(=O)N1 ?
G9a inh: 21%[59 µM]; GLS inh: -14%

Results for Nc1nc2c(c(=O)[nH]1)N(C=O)[C@H](CNc1ccc(C(=O)N[C@@H](CCC(=O)O)C(=O)O)cc1)CN2 ?
G9a inh: 8%[21.5 µM]; GLS inh: 0%[20 µM]

Results for CCN(CC)CC#CCOC(=O)[C@@](O)(c1ccccc1)C1CCCCC1 ?
G9a inh: -32%[12.7 µM]; GLS inh: -5%

Screening data (PubChem BioAssay)
